# Screening data as filed in PubChem.
# CAL PDZ FP-1: inhibitors of human CAL PDZ peptide binding. Q9HD26. purified CAL PDZ, TMR-peptide fluorescence polarization, 1 h. inhibition, % at 20 µM. 0.02% of 330,000 active. AID 504414;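 active = highest replicate inhibition of at least 40%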;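 note: plate controls were DMSO neutral control wells for no effect and unlabeled competitor peptide control wells for full effect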
#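 Control set: unlabelled peptide and DMSO controls / Material: purified CerCALP PDZ construct / Timing: 1 h incubation at room temperature before polarization reading / Doses: 20 µM, one dose / Detection: fluorescence polarization (mP)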
# dFosB act: enhances mouse delta FosB homodimer DNA binding | P13346 | activation, % at 25 µM | 0.99% of 340,000 active | purified delta FosB, TAMRA-CDK5 oligo fluorescence polarization; percent of positive-control signal above neutral wells | AID 493131;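 active = mean activation above about 17%, with every replicate also reaching it, limit read from the data, passing the limit was not always enough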;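 note: fluorescence polarization rise as delta FosB binds a TAMRA Cdk5 AP-1 oligo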
# Target sequence (P13346 whole entry, looked up): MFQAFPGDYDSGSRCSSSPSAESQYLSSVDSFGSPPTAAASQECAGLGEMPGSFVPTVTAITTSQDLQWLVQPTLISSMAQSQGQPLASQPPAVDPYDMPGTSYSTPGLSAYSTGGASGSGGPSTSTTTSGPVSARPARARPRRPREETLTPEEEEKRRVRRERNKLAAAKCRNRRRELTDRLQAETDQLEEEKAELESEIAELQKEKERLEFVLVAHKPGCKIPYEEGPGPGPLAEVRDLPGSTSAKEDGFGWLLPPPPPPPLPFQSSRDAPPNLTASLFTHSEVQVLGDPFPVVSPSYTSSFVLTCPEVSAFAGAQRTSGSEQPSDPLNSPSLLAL
# PfHsp90 yeast 2: inhibits growth of yeast expressing Plasmodium falciparum Hsp90 | S. cerevisiae expressing PfHsp90, BacTiter-Glo ATP, 48 h; yeast lacking PDR1 and PDR3 efflux regulators | inhibition, % at 9.4 µM | 0.32% of 310,000 active | AID 504621;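 active = every replicate shows inhibition above about 80%, whatever the replicate mean, limit read from the data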;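 note: 0% = DMSO neutral controls and 100% = 20 µM radicicol positive controls; yeast relying on Plasmodium falciparum Hsp90 in place of its own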
# Rtt109 HAT inh: blocks Candida albicans Rtt109/Vps75 acetyltransferase activity. Q5AAJ8. purified Rtt109/Vps75, ThioGlo CoA-SH fluorescence, 4 h. inhibition, % at 34.9 µM. 0.16% of 330,000 active. AID 540336;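 active = inhibition of at least 50% in every replicate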
# Target sequence (Q5AAJ8 whole entry, looked up): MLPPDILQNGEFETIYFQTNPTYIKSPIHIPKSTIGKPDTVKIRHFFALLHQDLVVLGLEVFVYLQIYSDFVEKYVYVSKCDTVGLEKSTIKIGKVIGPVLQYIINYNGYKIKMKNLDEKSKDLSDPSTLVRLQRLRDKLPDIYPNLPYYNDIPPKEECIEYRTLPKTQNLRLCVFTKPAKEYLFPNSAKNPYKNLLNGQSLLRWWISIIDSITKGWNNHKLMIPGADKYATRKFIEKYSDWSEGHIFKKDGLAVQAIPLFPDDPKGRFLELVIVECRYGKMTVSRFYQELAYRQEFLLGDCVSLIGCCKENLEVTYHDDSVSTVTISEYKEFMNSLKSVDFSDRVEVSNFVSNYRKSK
# SR-BI uptake up: enhances SR-BI lipid uptake from DiI-HDL. activation, % at 12.5 µM. 0.096% of 320,000 active. AID 504775. CHO ldlA[mSR-BI] cells, DiI-HDL uptake fluorescence, 3 h; 100 = double the neutral-control signal;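 active = mean replicate activation of at least 60% and every replicate at or above 60%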;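 note: 0% = median plate neutral-control signal and 100% = twice that signal; values of inactives mirror those of a sister screen read the other way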
#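 Test system: SR-BI-overexpressing, LDLR-lacking CHO cells; Also added: labelled HDL, 10 µg/mL; Measured by: bottom-read cell fluorescence after medium removal, ex 550/em 595 nm; Timing: 3 h uptake period with compound, 37 °C; Buffer or medium: F12, 0.5% BSA, 25 mM HEPES; Doses: single compound concentration, delivered by pin transfer.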
# MITF act: activators of MITF-driven TRPM1 promoter activity in SK-MEL-5 cells; SK-MEL-5 TRPM1-promoter luciferase, 24 h; % of positive control, neutral wells = 0; activation, % at 12.5 µM; 0.75% of 300,000 active;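 active = mean activation of at least 80% with every replicate also reaching 80%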;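 note: 0% = neutral control wells and 100% = parthenolide positive control wells; values of inactives mirror those of a sister screen read the other way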
# SR-BI DiI inh: mouse SR-BI HDL lipid transfer inhibition | AID 488896 | inhibition, % at 12.5 µM | ldlA[mSR-BI] CHO cells, DiI-HDL uptake fluorescence, 3 h | Q61009 | 0.96% of 320,000 active;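 active = mean replicate inhibition of at least 70% and a set share of replicates each scoring 70 or more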;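 note: 0% = median of neutral control wells and 100% = median of positive control wells; values of inactives mirror those of a sister screen read the other way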
# NSD2 inh: blocks human histone methyltransferase NSD2; NSD2 peptide methylation, AlphaScreen, 120 min; O96028; AID 743445; 0.54% of 310,000 active; inhibition, % at 12.5 µM; in the data active = inhibition above about 50%
# CAL PDZ FP-2: inhibitors of human CAL PDZ peptide binding; Q9HD26; purified CAL PDZ, TMR-peptide fluorescence polarization, 1 h; inhibition, % at 24.9 µM; 0.92% of 300,000 active; AID 602252;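 active = mean inhibition of at least 30% with at least half of replicates also reaching 30%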;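 note: 0% = DMSO neutral control and 100% = excess unlabeled competitor peptide PRC23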
# PvdQ inh: P. aeruginosa PvdQ acylase inhibition; 0.063% of 340,000 active; inhibition, % at 10 µM; purified PvdQ acylase, fluorescence plate reader; AID 488965; in the data active = inhibition above about 30%, passing the limit was not always enough;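 note: 0% = vehicle neutral wells and 100% = reference inhibitor wells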
# * = called active by the depositor; . = no result given.
Molecule	SR-BI uptake up	NSD2 inh	CAL PDZ FP-1	PfHsp90 yeast 2	dFosB act	PvdQ inh	CAL PDZ FP-2	Rtt109 HAT inh	SR-BI DiI inh	MITF act
Cc1cc(=O)oc2cc(OCC(=O)Nc3ccccc3C(=O)O)ccc12	11	-2	0.6	-11	-9	-11	30	0	-11	-6
COCCN(CCOC)c1nc(S(=O)(=O)c2ccc(C)cc2)c(Cl)s1	5	0	-0.1	-16	-7	-8	-3	1	-5	.
COc1cccc(C(=O)N2CCN(C(=O)c3cccc4ccccc34)CC2)c1OC	-13	1	-0.1	15	-10	-14	.	0	13	-6
CCOc1cc(NC(=S)NCC(C)C)c(OCC)cc1NC(=O)c1cccs1	-61	0	0.4	-34	-4	-13	-1	6	61	.
COc1ccc(Nc2nc(-c3cccs3)cs2)c(OC)c1	-54	0	0.6	-27	-4	-13	-3	-3	54	.
COc1ccccc1S(=O)(=O)Nc1ccc2cn[nH]c2c1	39	-1	-0.5	4	-3	10	3	7	-39	-1
O=C1C=CC(=Nc2ccc3c(c2)C(=O)c2ccccc2-3)O1	20	0	-1.1	.	-1	-2	.	0	-20	-12
Cc1cc(C)cc(NC(=O)CCN2CCOCC2)c1	17	0	1.1	4	1	-1	0	-8	-17	6
Cc1ccc(CN2CCN(Cc3cn(C)nc3C)CC2CCO)o1 (configuration not stated)	14	-2	-1.4	-6	4	-13	-2	.	-14	-5
O=C(Oc1ccccc1-c1nnco1)c1ccc(Cl)cc1	.	3	-1.8	5	-4	-13	-1	0	.	-10
O=S(=O)(c1cccc2nsnc12)N1CCCCC1	-1	0	-1.6	10	-1	10	-1	-5	1	1
O=C(Cc1ccccc1)Nc1ccccc1Oc1ccccc1	9	-6	-1.4	-3	-8	9	-2	1	-9	7
c1coc(-c2ccnc(-c3ccncc3)n2)c1	21	-1	0.5	6	-11	9	-1	0	-21	34
COC(=O)C1=C(C)N(c2ccc(OC)cc2)C(C)=C(C(=O)OC)C1c1ccccc1	5	-1	2.1	4	6	8	-2	-5	-5	-16
Cc1cccc(NC(=O)Nc2ccc(S(=O)(=O)Nc3onc(C)c3C)cc2)c1	0	-1	1.0	3	-2	-11	-4	4	0	62
COc1cc(/C=C/CN2CCN(Cc3ccc(C)o3)C(CCO)C2)ccc1O (configuration not stated)	15	6	-2.9	-3	-8	4	-2	12	-15	9
O=[N+]([O-])c1c(Nc2ccc(O)cc2)cc(Cl)c2nonc12	-10	45	1.6	-6	6	-5	-2	1	10	-95
CCC(C)(C(=O)NC1CCCCC1)N(Cc1ccco1)C(=O)CC1NC(=O)NC1=O (configuration not stated)	-1	1	-3.0	7	-2	3	-1	5	1	1
CC(=O)NC(c1ccc(F)cc1)c1cccnc1 (configuration not stated)	11	-2	-0.3	-8	-1	-8	-2	-4	-11	.
O=C(NCCN1CCOCC1)/C(=C\c1ccc(Br)cc1)NC(=O)c1cccs1	-17	-3	-3.3	38	-14	-15	-2	-30	17	0
CCSc1oc(-c2ccco2)nc1S(=O)(=O)c1ccc(C)cc1	11	1	-0.6	19	-12	-11	-3	-1	-11	3
COc1ccc(-n2nc(C(=O)NCC(=O)Nc3ccccn3)c3ccccc3c2=O)cc1Cl	10	0	-0.1	-17	67*	-5	0	-45	-10	-21
COc1ccc(Cc2noc(CN3CCCC(C(=O)c4cccs4)C3)n2)cc1OC (configuration not stated)	-4	1	-1.3	-7	-5	-1	-1	-1	4	52
O=C(NCc1ccccc1)Nc1cc(Cl)ccc1Cl	1	0	-2.7	-9	40*	6	-9	23	-1	10
Cc1ccc(C)c(NC(=S)N/N=C2/CCCCc3ccccc32)c1	-27	-1	-2.9	-35	-7	-8	-4	0	27	1

# Complete entries, quoted from the list. Values in the order: SR-BI uptake up	NSD2 inh	CAL PDZ FP-1	PfHsp90 yeast 2	dFosB act	PvdQ inh	CAL PDZ FP-2	Rtt109 HAT inh	SR-BI DiI inh	MITF act
# Listed for `COC(=O)C1=C(C)N(c2ccc(OC)cc2)C(C)=C(C(=O)OC)C1c1ccccc1` = 5	-1	2.1	4	6	8	-2	-5	-5	-16
# Listed for `O=C(NCc1ccccc1)Nc1cc(Cl)ccc1Cl` = 1	0	-2.7	-9	40*	6	-9	23	-1	10

# (cont.)
Molecule	SR-BI uptake up	NSD2 inh	CAL PDZ FP-1	PfHsp90 yeast 2	dFosB act	PvdQ inh	CAL PDZ FP-2	Rtt109 HAT inh	SR-BI DiI inh	MITF act
CC(C)C(=O)Nc1cccc(-c2cn3ccccc3n2)c1	26	-4	-2.6	-3	5	-4	-2	-9	-26	1
CC1CCN(c2ccc(NC(=S)NC(=O)c3ccc(-c4cccc([N+](=O)[O-])c4)o3)cc2)CC1	-68	3	1.0	.	-9	4	-2	0	68	-1
CCN1CCN(c2ccc(S(=O)(=O)N3CCCCC3)cc2NC(=O)Cc2ccccc2)CC1	27	5	-2.3	-12	-4	-4	-2	-9	-27	-2
O=C(CSc1nnc(-c2cccnc2)n1Cc1ccco1)Nc1cccc(O)c1	3	1	0.3	-9	-1	1	.	4	-3	6
Cc1ccc(C(CC(=O)N2CCCC2)c2ccccc2)c(O)c1C (configuration not stated)	3	1	.	8	-6	-1	2	-8	-3	-4
O=C(Nc1cc2c(cc1Br)OCCO2)c1cccnc1	-7	1	-1.2	-21	-4	-11	-3	-12	7	12
CC(C)c1nc(SCC(=O)N2CCCCCC2)c2c(=O)n(C)c(=O)n(C)c2n1	2	1	-3.9	3	1	0	-6	-13	-2	1
CN(C)S(=O)(=O)Nc1ccccc1C(N)=O	15	-7	-3.2	0	-2	8	-2	-5	-15	.
COc1ccc2cc(CN(CC3CCCO3)C(=S)NCc3ccco3)c(=O)[nH]c2c1 (configuration not stated)	6	3	0.0	-46	-13	-12	3	8	-6	-17
CCc1ccccc1NC(=O)COc1cccc(-n2cnnn2)c1	.	7	0.2	38	-8	-6	.	-4	.	-5
O=C(COC(=O)COc1ccc(Cl)cc1)Nc1ccc(N2CCOCC2)cc1	5	-3	0.3	11	-6	6	.	12	-5	-10
CCN(CC)S(=O)(=O)c1ccc(/C=C/C(=O)Nc2c(C)n(C)n(-c3ccccc3)c2=O)cc1	-19	0	0.6	23	-2	10	-4	10	19	2
CCOc1ccc(NS(=O)(=O)c2ccc3c(c2)CCN3C(C)=O)cc1	1	-6	-5.0	-38	-13	-11	1	6	-1	-17
CCOC(=O)C1CCN(C(=O)/C=C/c2ccc3c(c2)OCO3)CC1	5	-2	-0.1	-25	2	-8	-3	-4	-5	53
COc1ccc2nc(C3CCCCC3)c3c(c2c1)CCC3	-31	.	-0.3	8	1	-6	-1	2	31	1
O=C(CSc1n[nH]c(=O)n1C1CC1)Nc1ccc(Cl)cc1Cl	32	2	-2.6	-6	-7	-22	0	12	-32	4
CC(C)CC(=O)N1CCC(O)(CS(=O)(=O)Cc2ccccc2Cl)CC1	12	103*	-0.7	.	7	-11	-4	4	-12	-5
Cc1nccn1-c1c2c(c(C#N)c3nc4ccccc4n13)CCCC2	18	0	-2.0	36	0	-18	-1	-10	-18	-7
CCCCCC1CC(=O)NC1(C(=O)OCC)C(=O)OCC (configuration not stated)	21	-2	-0.3	.	5	-10	.	10	-21	4
CC(=O)c1cccc(OCc2cc(C(=O)NCCC3=CCCCC3)no2)c1	-8	0	-0.6	-110	-4	-7	4	-1	8	72
Cc1[nH]ncc1-c1nc2ccccc2[nH]1	.	-1	-3.0	1	5	-1	-5	-20	.	-13
Cc1ccc2c(c1)c1c3n2CCN(C(=O)C2CC2)C3CCC1 (configuration not stated)	0	.	1.5	10	-1	5	-5	-8	0	.
Cc1nc(C)c(C(=O)NNS(=O)(=O)c2ccc([N+](=O)[O-])cc2)s1	17	-6	-3.0	-12	2	-4	-1	.	-17	-3
CCn1c(C)nnc1SCC(=O)Nc1ccc2c(c1)OCCO2	-1	4	-2.9	-8	-4	-20	3	-8	1	15
Cc1ccccc1OCCN(C#N)c1nc(N(C)C)nc(N(C)C)n1	-5	.	0.6	.	-15	-12	4	-9	5	-8
N/C(=N\c1nc(CSc2nc3ccccc3s2)cc(=O)[nH]1)Nc1ccc(F)cc1	.	-2	-2.1	11	10	-10	-3	-2	.	-8
CCOc1ccccc1-n1nnnc1SCC(=O)NCC1(N2CCOCC2)CCCCC1	-23	1	-1.2	4	-4	-21	.	-11	23	-4
CCOC(=O)CSc1nc2cc(OC)ccc2cc1C#N	26	4	-1.4	-4	-6	6	5	4	-26	111*
COc1ccc(CNCC(O)(c2ccc(F)cc2)c2ccc(F)cc2)cc1	27	-9	-1.1	-16	1	-6	3	-4	-27	14
CN(C)S(=O)(=O)c1cccc(NC(=O)COC(=O)/C=C/c2cccs2)c1	-6	-17	-1.7	5	-9	-11	-1	2	6	2
Oc1ccccc1-c1cc(-c2ccc(Cl)cc2)n[nH]1	-3	-3	-1.9	-27	-1	6	-8	8	3	15
Nc1ccc(C(CC(=O)O)n2cccc2)cc1 (configuration not stated)	4	8	-2.3	18	1	-9	-2	12	-4	0
Cc1nnc(SCC(C)C)[nH]c1=O	3	5	-0.8	.	2	-7	-2	-14	-3	.
CC(OC(=O)Cc1n[nH]c(=O)c2ccccc12)C(=O)Nc1ccc(F)cc1 (configuration not stated)	-4	15	-0.7	-9	-2	-15	-1	-4	4	1
CCSc1ccc2nnc(-c3cccs3)n2n1	9	-1	-3.6	.	-21	18	-5	4	-9	-1
Cc1cccc(OCCCCCn2ccnc2)c1C	2	-1	-0.5	7	-5	-1	-5	2	-2	4
Cc1cc(C)cc(N(CC(=O)O)S(=O)(=O)c2c(C)[nH]c(=O)[nH]c2=O)c1	6	-4	-0.5	10	-7	13	13	-1	-6	9
COCCNC(=S)NCCc1ccc(Cl)cc1Cl	-19	2	-3.6	-22	5	-7	-2	0	19	3
COc1ccc(CNS(=O)(=O)CCNCc2ccccc2OC)cc1	-8	.	-0.2	12	-1	-5	-7	-2	8	11
CCOC(=O)N/N=C/c1c(F)c(F)c(F)c(F)c1F	12	-1	-2.7	3	8	-8	-2	-2	-12	-9
COc1cc(/C=C/C(=O)OCC(=O)N(C)Cc2ccccc2)cc(OC)c1OC	7	0	-0.8	-8	-3	5	-4	-6	-7	-3
O=C(CSc1cccc2cccnc12)Nc1ccccc1F	16	10	-0.1	-4	1	-5	.	0	-16	13
O=CN(CCNc1ccccc1)c1ccccc1	6	1	-1.0	0	-1	9	-4	0	-6	17
Cc1nc2ccc(NC(=S)NC3CCCCC3)cc2nc1C	-8	-3	-3.2	23	-13	9	1	-41	8	73
CCOc1ccc(N2C(=O)Cc3ccccc3C2=O)cc1	.	0	0.0	40	0	1	-6	1	.	3
